High-throughput results from PubChem BioAssay.
TAAR1 antag: human TAAR1 antagonists, primary screen, Fluo-8 calcium fluorescence, CHO RD-HGA16 cells; antagonist; 360,000 compounds, 1.5% hits; inhibition, % at 3 µM; Trace amine-associated receptor 1 (Homo sapiens), Q96RJ0;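 active = inhibition above a per-plate cutoff, the mean inhibition of test compounds on that plate plus 3 SD, cut at about 49% in these data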;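 also: 0% = DMSO plus EC80 beta-PEA response and 100% = DMSO alone without agonist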
Target sequence (Q96RJ0 whole entry, looked up): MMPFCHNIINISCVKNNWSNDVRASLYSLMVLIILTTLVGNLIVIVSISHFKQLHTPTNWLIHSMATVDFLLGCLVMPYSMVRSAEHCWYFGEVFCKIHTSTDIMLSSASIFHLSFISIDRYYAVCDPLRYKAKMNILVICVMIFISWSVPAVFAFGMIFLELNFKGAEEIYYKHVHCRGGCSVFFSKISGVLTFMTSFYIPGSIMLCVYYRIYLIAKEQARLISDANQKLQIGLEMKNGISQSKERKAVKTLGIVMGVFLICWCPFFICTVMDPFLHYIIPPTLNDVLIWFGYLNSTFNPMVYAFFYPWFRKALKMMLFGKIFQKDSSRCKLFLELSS
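Test system – hTAAR1-expressing CHO RD-HGA16 cells, Gα16-coupled · Also added – β-PEA at EC80 concentration, post-compound challenge · Compound – 3 µM, single point · Incubation – dye loading 75 min at 37 °C, then 30 min room temperature · Measured by – Fluo-8 intracellular calcium dye fluorescence, real-time kinetic reads · Benchmarks – vehicle and agonist controls · Replicates – singlicate, one well per test compound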
CHO parental Ca: ATP-evoked calcium signal inhibitors, parental CHO, primary screen, counter-screen for OX1R antagonist project, cell-based, fluorescence, Fluo-8 calcium dye | parental CHO-K1, ATP-induced calcium, Fluo-8 fluorescence | inhibition, % at 5.6 µM | 330,000 compounds, 0.63% hits | AID 463079, 2010;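 active = inhibition above that plate's mean sample inhibition plus 3 SD, cut at about 26% in these data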;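 also: 0% = ATP-challenged DMSO wells and 100% = DMSO wells without ATP; some compounds past the cut are filed as inactive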
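material = parental CHO cells | also added = ATP as calcium-mobilizing challenge | dosing = single point at 5.6 µM | detection = intracellular calcium via Fluo-8 no-wash fluorescent dye | read-out = % inhibition | benchmarks = low control ATP plus DMSO, high control DMSO only | repeats = one well per compound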
CHO-K1 Ca PAM: nonselective calcium activators in parental CHO-K1 cells, primary screen, counter-screen for M1 PAM project, cell-based, Fluo-8 calcium fluorescence, full deck, 1536-well; ATP EC20; 0% at ATP EC20, 100% at ATP max; activation, % at 3 µM; 360,000 compounds, 0.02% hits; AID 602247, 2012;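 active = activation above the run cutoff, the mean activation of all test compounds plus 3 SD, cut at about 40% in these data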;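 also: peak over basal fluorescence ratio in a 140 s read after ATP addition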
CHRM1 agonist: human M1 muscarinic receptor agonists, primary screen, Fluo-8 calcium fluorescence, CHO-K1 cells, HTS. Muscarinic acetylcholine receptor M1 (Homo sapiens), P11229. CHO-K1 hM1, agonist mode; 0% DMSO, 100% acetylcholine EC100. activation, % at 3 µM. 360,000 compounds, 0.33% hits. AID 588814, 2011;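 active = activation above the run's mean compound activation plus 3 SD, cut at about 16% in these data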;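 also: peak over basal fluorescence ratio within a 140 s kinetic read after compound addition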
Target sequence (P11229 whole entry, looked up): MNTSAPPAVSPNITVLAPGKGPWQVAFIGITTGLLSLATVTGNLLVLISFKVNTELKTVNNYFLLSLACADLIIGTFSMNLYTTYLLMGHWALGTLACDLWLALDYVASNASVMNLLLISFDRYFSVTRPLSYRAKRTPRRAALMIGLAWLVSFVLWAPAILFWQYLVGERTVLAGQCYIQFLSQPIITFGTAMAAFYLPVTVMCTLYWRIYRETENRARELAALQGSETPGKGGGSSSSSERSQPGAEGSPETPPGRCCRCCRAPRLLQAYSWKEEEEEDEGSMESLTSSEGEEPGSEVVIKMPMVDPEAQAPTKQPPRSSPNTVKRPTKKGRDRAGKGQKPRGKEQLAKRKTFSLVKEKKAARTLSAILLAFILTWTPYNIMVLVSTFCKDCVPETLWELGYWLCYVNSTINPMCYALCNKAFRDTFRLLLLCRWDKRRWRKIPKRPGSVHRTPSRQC
CHO-K1 Ca antag: M1 antagonist counterscreen hit in parental CHO-K1 cells; ATP-induced calcium, Fluo-8 fluorescence; inhibition, % at 3 µM; 360,000 compounds, 0.6% hits; AID 602250;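 active = inhibition above a per-plate cutoff, the plate's mean sample inhibition plus 3 SD, cut at about 24% in these data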;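 also: 0% = DMSO plus EC80 ATP and 100% = DMSO alone without ATP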
OXTR potentiate: human OXTR potentiators, primary screen, fluorescence, CHO-OTR cells, Fluo-8 calcium; Fluo-8 calcium fluorescence, potentiator mode; 0% = oxytocin EC15, 100% = EC100; activation, % at 3 µM; 320,000 compounds, 0.061% hits;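 active = activation above that plate's cutoff, the mean activation of tested compounds plus 3 SD, cut at about 6.6% in these data, passing the limit was not always enough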;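 also: 100% uses oxytocin at 75 nM as the full agonist control; some results filed as inactive read as strong as hits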
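Material: CHO-OTR cells, human receptor; compound dosing: single dose, 3.0 µM nominal final compound concentration; schedule: 6 min compound pre-incubation at room temperature, 100 s kinetic read; measured by: kinetic Fluo-8 calcium fluorescence; read-out basis: % activation vs EC15 and EC100 oxytocin; controls: EC15 oxytocin alone as 0%, 75 nM oxytocin as 100%; replicates: singlicate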
CHO-K1 Ca ag: counter-screen for M1 agonists: effect in parental CHO-K1 cells; Fluo-8 calcium fluorescence; scaled to maximal ATP response, vehicle zero; AID 602248, 2012; 360,000 compounds, 0.48% hits; activation, % at 3 µM; in the data active = activation above about 15%;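 also: untransfected CHO-K1 host cells lacking M1 receptor as counterscreen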
TAAR1 agonist: human TAAR1 agonists, primary screen, Fluo-8 calcium fluorescence, CHO RD-HGA16 cells; vehicle wells 0%, saturating PEA agonist 100%; activation, % at 3 µM; 360,000 compounds, 0.99% hits;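 active = activation above the mean activation of all test compounds in the run plus 3 SD, cut at about 38% in these data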
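System: CHO RD-HGA16 cells carrying human TAAR1 plus Gα16; Incubation: 17-24 h seeding, 75 min 37 °C dye, 30 min RT; Measured by: Fluo-8 fluorescence, 5 s baseline then 140 s kinetic read; Control set: DMSO and PEA EC100; Replication: single well for each compound.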
CHRM1 antagonist: human M1 muscarinic receptor antagonists, primary screen, CHO-K1 cells, Fluo-8 calcium fluorescence, 1536-well | CHO-K1 hM1, ACh EC80 antagonist | 360,000 compounds, 1.3% hits | inhibition, % at 3 µM | Muscarinic acetylcholine receptor M1 (Homo sapiens), P11229;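 active = percent inhibition above its own plate's cutoff, namely the mean of that plate's compound wells plus 3 SD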;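 also: peak over basal fluorescence ratio during 140 s after agonist addition; 0% = ACh EC80 plus DMSO and 100% = DMSO alone without agonist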
Starred values were filed as active, the others as inactive; . = no result given.

SMILES	TAAR1 antag	CHO parental Ca	CHO-K1 Ca PAM	CHRM1 agonist	CHO-K1 Ca antag	OXTR potentiate	CHO-K1 Ca ag	TAAR1 agonist	CHRM1 antagonist
Cc1ccccc1C(=O)N1CCN(c2ncccn2)CC1	-13.5	-5.3	4.3	-2.2	-1.5	-6.6	0.4	6.0	0.8
O=C(NC1=NCCS1)c1cccc2ccccc12	-10.9	-5.9	12.0	-3.2	-11.9	-4.9	0.4	2.3	-9.7
CCCN(C(=O)c1cn(C)c(=O)c2ccccc12)c1ccccc1C	-12.8	-19.8	12.5	-4.4	0.5	-1.9	5.7	12.9	2.6
O=C(CC(=O)c1ccccc1)CS(=O)(=O)c1ccccc1	-18.6	.	15.2	-2.5	-2.0	.	-0.4	0.5	-3.0
CN(C1CCCCC1)S(=O)(=O)c1cccc(C(=O)OCC(=O)NC2CCCc3ccccc32)c1 (stereo not drawn)	12.2	-12.5	-12.6	-5.8	7.8	-10.1	1.1	4.2	19.5
Cc1cc(C(=O)Nc2ccc(S(=O)(=O)Nc3onc(C)c3C)cc2)c(C)o1	-4.5	-9.6	29.3	-1.5	-14.5	-4.9	1.3	14.7	-9.1
CCC(C)(C)NC(=O)C(c1ccc(OC)cc1)N(C(=O)CCC(=O)Nc1cc(C)on1)c1ccccc1F (stereo not drawn)	-10.4	-7.7	-9.0	-5.5	-13.1	-7.2	0.8	-2.9	-1.7
CC(=O)c1c(NC(=O)C(C)C)nc(C)nc1-c1ccccc1	-0.2	-5.1	0.8	-1.2	-4.8	-7.7	0.3	8.8	-0.8
Cc1onc(-c2ccccc2Cl)c1C(=O)Nc1ccc(-c2cn3cccnc3n2)cc1	.	-8.1	11.7	-8.0	-1.1	-4.6	5.4	.	5.0
CCOC(=O)C1=C(C)NC(=O)NC1c1cc(Br)c(O)c(OC)c1 (stereo not drawn)	6.9	-5.1	4.1	-2.8	-11.4	-13.9	0.2	9.0	-18.6
O=C(NCc1ccccc1)C(c1ccccc1)N(C(=O)c1csnn1)c1ccccc1 (stereo not drawn)	62.0*	-15.9	6.9	-7.5	-5.0	-17.4	6.1	10.6	14.6
CC1=NN(C(N)=S)C(=O)C1N=Nc1cccc([N+](=O)[O-])c1 (stereo not drawn)	-8.8	-5.9	-4.5	-1.2	-5.1	1.4	0.5	-0.5	-3.1
COC(=O)c1cc(C(=O)OC)cc(-n2c(C)cc(C(=O)COC(=O)CNS(=O)(=O)c3ccc(C)cc3)c2C)c1	10.4	-20.3	-0.3	-11.1	-6.4	-1.7	0.2	-0.8	-4.0
CCN1C(=O)[C@H]2[C@H]3CN=C(SCc4ccc(C#N)cc4)N3[C@@](Cc3ccccc3)(C(=O)OC)[C@H]2C1=O	-5.4	-25.4	13.6	-4.5	-11.3	.	1.8	5.5	-5.6
CC(c1ccccc1F)n1cc(C(=O)NCCc2ccco2)nn1 (stereo not drawn)	-16.0	-19.2	-6.4	-3.0	15.7	0.5	-0.4	15.0	16.1
NC(=O)CN1CCN(C(=O)NC2CCCCC2)CC1	-7.0	-8.5	8.8	0.6	-6.2	1.4	-0.4	0.1	1.2
O=C(O)CCn1c(-c2ccccn2)nc2ccccc21	-2.2	-1.8	16.4	-2.1	-2.1	2.0	0.9	-0.2	-5.5
Cc1ccc(C(=O)N2C(=O)C(c3ccccc3)Oc3ccccc32)cc1 (stereo not drawn)	-27.8	-13.8	-3.2	-4.4	-12.7	-13.1	2.1	1.2	-0.3
O=C(NCc1ccc2c(c1)OCO2)C1CCCN(C(=O)c2ccc(Cl)cc2)C1 (stereo not drawn)	-16.5	-15.6	3.1	-2.8	-2.9	0.0	0.0	10.5	-6.3
COc1ccc(N2CCN(C(=O)c3ccc4c(Cl)c5c(nc4c3)CCCC5)CC2)cc1	-24.1	-20.3	4.9	-13.2	4.1	-2.2	-0.6	-2.6	-3.5
C=CCn1c(N)c(C(=O)NCC2CCCO2)sc1=S (stereo not drawn)	18.9	5.9	11.1	-0.2	-2.5	-1.3	0.4	7.9	-30.6
Cc1ccc(C(=O)Nc2ccc3c(c2)nc2n3CCSC2)cc1	18.6	-18.7	-5.9	-6.0	14.4	-4.5	-0.3	8.0	2.9
Cn1cnnc1SCCOc1ccc(Cl)cc1	11.9	-5.5	-3.5	-5.5	-2.1	-3.9	0.5	-0.1	-0.8
COc1ccc(NC(=O)N(C)C[C@H]2Oc3c(NC(=O)Cc4ccccc4)cccc3C(=O)N([C@H](C)CO)C[C@@H]2C)cc1	4.0	-18.6	18.9	-3.9	-10.7	3.1	0.0	13.5	3.1
Cc1ccc(N2C(=O)C3N=NN(CC(=O)N4N=C(c5ccccc5)CC4c4ccccc4)C3C2=O)cc1 (stereo not drawn)	-22.1	-13.1	-20.4	-3.5	24.3*	-4.7	-0.7	1.6	4.8
(cont.)
SMILES	TAAR1 antag	CHO parental Ca	CHO-K1 Ca PAM	CHRM1 agonist	CHO-K1 Ca antag	OXTR potentiate	CHO-K1 Ca ag	TAAR1 agonist	CHRM1 antagonist
CCCCNCc1cc(OC)c(OCC(N)=O)cc1Br	-9.5	-8.3	6.3	-4.4	4.6	-2.0	0.4	9.1	-2.9
COc1ccc(C(c2nnnn2CCc2ccccc2)N2CCN(C)CC2)cc1OC (stereo not drawn)	-14.6	.	-1.8	-3.0	-2.0	.	0.0	7.1	8.7
C=CCSc1nnc(NC(=O)COc2ccc3ccccc3c2)s1	-5.8	-10.9	0.5	-4.1	4.5	-4.5	2.2	12.4	-12.4
COc1ccccc1NC(=O)C(C(C)C)N1C(=O)c2ccccc2C1=O (stereo not drawn)	-3.2	-16.0	10.2	-1.0	3.2	-0.8	1.4	3.1	-16.8
Cn1nccc1NC(=O)Nc1cccc([N+](=O)[O-])c1	-7.5	8.8	9.5	0.0	-10.7	-2.9	0.5	1.2	-1.7
CS(=O)(=O)N(CC(N)=O)c1cccc(Br)c1	9.6	-3.5	15.8	-2.0	-4.6	-4.6	0.3	12.4	3.5
O=C(NCCC1CCCCN1S(=O)(=O)c1ccccc1)C(=O)Nc1ccccc1F (stereo not drawn)	-16.5	-28.4	8.4	2.8	-7.5	-4.8	0.0	-0.6	-11.8
COc1cc(NS(=O)(=O)c2ccc(NS(=O)(=O)c3ccccc3)cc2)nc(OC)n1	-0.7	-5.8	24.7	-3.1	-15.3	-10.7	1.1	9.7	-13.4
CN(Cc1ccccc1)C(=O)COC(=O)/C=C/c1ccco1	-15.3	-7.9	1.8	-0.9	-6.6	-5.3	3.5	1.3	-2.2
CN(CC(=O)Nc1ccc(F)c(F)c1F)C(=O)c1ccc2c(c1)NC(=O)CS2	4.8	-15.8	-20.4	1.3	1.9	-0.1	0.0	7.0	-1.3
COc1cccc(CNc2nc3cc(-c4cccc(C(F)(F)F)c4)sc3c(=O)n2C)c1OC	10.1	.	8.0	-1.0	2.9	.	1.3	3.4	-10.4
O=C(NCCCNC(=O)c1ccccc1Br)c1ccccc1Br	-18.0	-7.3	-1.7	-2.9	3.6	-2.8	-0.1	-0.2	-2.7
O=C(COC(=O)c1cc(Br)ccc1Cl)NC1CC1	-2.7	.	3.9	-2.6	-6.0	.	0.0	1.8	-14.6
O=C1Cc2cc(S(=O)(=O)Nc3cccc(F)c3)ccc2N1	-8.2	-7.5	12.8	-4.6	-9.0	-1.4	0.9	2.5	28.5
OCC1CCN(Cc2cn(Cc3ccccc3)nc2-c2cc3ccccc3o2)CC1	-15.0	-24.4	5.8	-6.5	0.4	-6.0	1.2	4.1	-13.8
N#Cc1c(Nc2ccccc2)c(/C=N/N=C/c2ccccc2)c[nH]c1=O	5.9	-9.8	19.7	-5.2	-5.5	0.8	0.6	0.6	-13.3
COc1ccc(CNC(=O)C(=O)c2cn(CC(=O)N3CCOCC3)c3ccccc23)cc1	-2.0	-18.9	-3.0	-1.2	-1.7	-6.0	0.3	3.0	-2.6
Cc1nc(NC(=O)c2cccc(-c3cc4ccccc4oc3=O)c2)ccc1Br	0.8	-7.1	25.5	1.5	-8.9	-1.1	1.9	-1.2	-8.1
Cc1ccccc1C(=O)Oc1cc(N)n(S(=O)(=O)c2ccccc2)n1	40.8	-14.2	10.2	-7.5	-0.3	-15.4	-0.5	83.8*	-4.4
Cc1cc(C)nc(OC(C(=O)O)C(OCCc2ccccc2)(c2ccc(F)cc2)c2ccc(F)cc2)n1 (stereo not drawn)	1.0	-14.6	4.4	-4.3	-5.0	-8.4	-0.2	121.7*	-17.0
Cc1ccnc(NC(=O)CCC(=O)N(CC(=O)NCc2ccc(F)cc2)c2cccc(F)c2)c1	2.0	-9.1	-3.8	-1.6	-4.1	-4.8	0.1	3.9	-1.9
Cc1cccn2c(=O)c3cc(C(=O)NCc4ccco4)c(=N)n(C4CCCCC4)c3nc12	.	-25.4	6.3	-11.7	-16.9	-3.2	0.3	.	21.5
CCNc1nc2c(c(=O)[nH]c(=O)n2C)n1CC(C)C	0.1	-7.6	27.5	-1.8	-6.0	0.0	0.7	0.1	-9.4
CC(C)(C)[C@H](N)C(=O)N[C@H]1CCC2C3CC=C4C[C@@H](O)CC[C@]4(C)C3CC[C@@]21C (stereo partly drawn)	-16.4	-11.1	6.7	-3.3	-9.5	4.5	2.5	13.3	-14.5
Fc1ccccc1/C=N/n1cnnc1	10.8	2.5	4.0	-1.3	-2.1	1.0	-0.2	6.1	4.0
Nc1nnc(SCC(=O)N2CCN(c3cccc(Cl)c3)CC2)n1-c1ccccc1	-6.6	-16.2	24.3	-5.9	-6.5	-1.6	1.0	5.5	3.2
